From PubChem
CIT2-GFP yeast: alters CIT2-GFP fluorescence in TOR pathway yeast screen; GFP response vs DMSO, % at 10 µM; 0.065% of 320,000 active; AID 2029; S. cerevisiae CIT2-GFP strain, flow cytometry, 3 h; 100 means same as DMSO wells;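 active means GFP response relative to DMSO above a set limit, near the screen mean plus 3 SD, cut at about 150% in these data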;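 further: ratio of well median GFP fluorescence to mean of DMSO wells on the plate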
MCL1 BIM primary: disrupts human MCL1 binding to BIM-BH3 peptide; Q07820; GST-MCL1 / FITC-Bim-BH3 fluorescence polarization; inhibition, % at 10.9 µM; 0.68% of 320,000 active;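 active means inhibition above the mean inhibition of all tested compounds plus 3 SD, set per campaign, cut at about 40% in these data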;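 further: 0% = DMSO wells and 100% = unlabeled Bim-BH3 peptide control; higher means more loss of mP so more displacement of Bim peptide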
Target sequence (Q07820 whole entry, looked up): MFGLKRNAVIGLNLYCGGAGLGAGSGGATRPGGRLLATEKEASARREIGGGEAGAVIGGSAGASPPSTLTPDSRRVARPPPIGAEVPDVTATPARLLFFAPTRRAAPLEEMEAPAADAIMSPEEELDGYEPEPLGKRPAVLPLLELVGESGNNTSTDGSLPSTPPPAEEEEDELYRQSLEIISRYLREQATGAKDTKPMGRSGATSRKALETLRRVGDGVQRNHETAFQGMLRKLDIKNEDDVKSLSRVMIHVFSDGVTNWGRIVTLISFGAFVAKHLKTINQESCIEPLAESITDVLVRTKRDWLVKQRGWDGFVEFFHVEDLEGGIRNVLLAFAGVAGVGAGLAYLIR
MEX-5 binding: C. elegans MEX-5 TCR-2 RNA binding activity; MEX-5/FITC-TCR2 RNA binding, fluorescence polarization; active compounds read low; activity score (negative = inhibition of binding), % at 10 µM; 0.38% of 300,000 active; Q9XUB2;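 active means inhibition past about -25% in most replicates, and total fluorescence under double the plate's negative control median, limit read from the data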;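 further: 0% = DMSO and -100% = 5 µM competing unlabeled TCR2 RNA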
GRK2 aptamer HTS: human GRK2 inhibition via aptamer displacement; bead flow cytometry, FAM-aptamer displacement from GRK2; inhibition of aptamer binding, % at 10 µM; 0.59% of 330,000 active; AID 488847;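 active means inhibition of aptamer binding above 40%, roughly 3 SD of noise, on plates passing a quality check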;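 further: median bead fluorescence of bound FAM aptamer so fluorescent compounds give negative values; no value below 0 was filed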
AGP1 TOR yeast: alters AGP1-GFP fluorescence in TOR pathway yeast screen; S. cerevisiae AGP1-GFP multiplex flow cytometry, 3 h; GFP as percent of DMSO wells; GFP response vs DMSO, % at 10 µM; 0.02% of 320,000 active;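 active means GFP response relative to DMSO above a set limit, near screen average plus 3 SD, cut at about 150% in these data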;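 further: median GFP channel fluorescence of the gated AGP1 strain per well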
VLA-4 inh: inhibition in a human VLA-4 binding assay. VLA-4 expressing cells, ligand binding flow cytometry. P13612. 0.2% of 330,000 active. AID 2557. inhibition, % (about 7 µM as worked out from the volumes in the protocol); in the data active means inhibition above about 50%
Bcl-xL primary: inhibitors of human Bcl-xL; GST-Bcl-xL / FITC-Bim BH3 peptide fluorescence polarization; inhibition, % at 10.9 µM; 0.7% of 320,000 active; AID 2129;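 active means inhibition above the mean of all tested compounds plus 3 SD, cutoff set per campaign, cut at about 30% in these data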;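 further: 0% = DMSO wells and 100% = unlabeled Bim-BH3 peptide competitor; inhibitors lower millipolarization by displacing the labeled peptide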
Target sequence (Q07817 whole entry, looked up): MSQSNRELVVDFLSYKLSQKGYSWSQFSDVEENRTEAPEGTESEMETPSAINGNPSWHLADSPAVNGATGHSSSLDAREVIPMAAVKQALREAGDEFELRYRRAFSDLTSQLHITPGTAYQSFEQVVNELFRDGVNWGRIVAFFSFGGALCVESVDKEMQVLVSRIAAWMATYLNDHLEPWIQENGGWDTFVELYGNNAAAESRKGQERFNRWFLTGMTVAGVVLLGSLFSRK
GLD-1 RNA inh: GLD-1-TGE RNA interaction inhibition (C. elegans); purified GLD-1 + fluorescein TGE RNA, fluorescence polarization; Q17339; inhibition, % at 5.96 µM; AID 2280; 0.44% of 320,000 active;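 active means percent inhibition above a per-plate cutoff, the plate mean of test compounds plus 3 SD, cut at about 30% in these data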;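 further: 0% = DMSO wells with GLD-1 and probe and 100% = wells lacking GLD-1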
Yeast superoxide: caloric restriction mimetics inhibiting age-related superoxide in yeast; superoxide response (% of plate mean), % at 10 µM; S. cerevisiae aged cells, superoxide DHE fluorescence; active compounds read low; 0.18% of 330,000 active;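 active means superoxide response under a set limit, about three screen SD below normal, cut at about 65% in these data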;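 further: yeast aged for seven days with compound at 30 °C before DHE staining; 100% = average MFI of all compound-treated wells on the plate with controls excluded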
An asterisk follows results filed as active; · = not tested or not shown.

1: O=C(NCCCN1CCOCC1)C1(c2ccccc2)CCCC1
2: O=C(c1cc2cc(Cl)ccc2[nH]1)N1CCN(c2ccccc2F)CC1
3: NS(=O)(=O)c1ccc(NC(=O)COC(=O)CCC2CCCC2)cc1
4: O=C(CN1CCN(C(=O)c2ccccc2)CC1)Nc1ccc(Br)cn1
5: CCN(CC)CCn1c2c(c(SCC(=O)NCc3ccccc3)nc1=O)CCCC2
6: Cn1cc(/C=C(\NC(=O)c2ccccc2)C(=O)NCCN2CCOCC2)c2ccccc21
7: CCC(=O)Nc1ccc(C2C(=O)c3ccccc3C2=O)cc1
8: COc1cc(C)nc(OCCNS(=O)(=O)c2cc(C)ccc2C)n1

compound no.	1	2	3	4	5	6	7	8
CIT2-GFP yeast	86	100	91	109	105	88	103	102
MCL1 BIM primary	2	0	-1	6	0	-4	-2	-1
MEX-5 binding	-3.0	0.8	-0.3	0.5	0.2	0.1	0.3	1.2
GRK2 aptamer HTS	0	0	1	0	0	0	0	3
AGP1 TOR yeast	85	102	95	108	112	94	96	100
VLA-4 inh	11	4	7	12	18	4	10	3
Bcl-xL primary	4	3	4	0	5	-2	-1	6
GLD-1 RNA inh	-3	8	1	5	4	-16	-3	1
Yeast superoxide	115	67	85	102	86	94	99	88

Single records, as listed above. Screens in order: CIT2-GFP yeast	MCL1 BIM primary	MEX-5 binding	GRK2 aptamer HTS	AGP1 TOR yeast	VLA-4 inh	Bcl-xL primary	GLD-1 RNA inh	Yeast superoxide
NS(=O)(=O)c1ccc(NC(=O)COC(=O)CCC2CCCC2)cc1 across the screens: 91	-1	-0.3	1	95	7	4	1	85
CCN(CC)CCn1c2c(c(SCC(=O)NCc3ccccc3)nc1=O)CCCC2 across the screens: 105	0	0.2	0	112	18	5	4	86
O=C(CN1CCN(C(=O)c2ccccc2)CC1)Nc1ccc(Br)cn1 across the screens: 109	6	0.5	0	108	12	0	5	102

The listing continues.
9: COc1cccc(OC)c1C(=O)OCC(=O)N1CCC(Cc2ccccc2)CC1
10: Cc1csc(NC(=O)Cc2ccc(Cl)cc2)n1
11: COc1ccccc1NC(=S)NCc1ccc2c(c1)OCO2
12: CCOC(=O)CN1C(=O)N(CC(=O)OCC)C(c2ccccc2)(c2ccccc2)C1=O
13: CCCOC(=O)c1c(N)sc(C(=O)OCC)c1C
14: CC1CCCN(CCCNC(=O)c2cn(C)c3ccc(S(=O)(=O)N(C)C4CCCCC4)cc3c2=O)C1 (centres undefined)
15: CCOC(=O)N1CCN(C(=S)Nc2ccc(C)c(C)c2)CC1
16: O=c1c2c(nc3nc(Cc4ccccc4)[nH]n13)CCC2

compound no.	9	10	11	12	13	14	15	16
CIT2-GFP yeast	108	83	106	98	91	103	103	87
MCL1 BIM primary	·	2	3	-12	16	-2	10	10
MEX-5 binding	·	-1.1	3.3	-0.7	-3.6	-1.4	0.9	0.8
GRK2 aptamer HTS	0	2	7	0	1	1	5	1
AGP1 TOR yeast	106	85	95	97	85	104	97	90
VLA-4 inh	0	12	20	15	3	12	0	5
Bcl-xL primary	·	-1	-2	-9	3	-4	1	4
GLD-1 RNA inh	5	-3	2	6	0	-3	-4	4
Yeast superoxide	97	109	97	103	100	89	109	85

17: Oc1csc(Cc2nc(-c3ccc(-c4ccccc4)cc3)cs2)n1
18: O=Cc1ccc(OCc2cn3ccccc3n2)cc1
19: Cc1nn(CC(=O)OCC(=O)NCCc2ccc(S(N)(=O)=O)cc2)c(C)c1[N+](=O)[O-]
20: O=C(O)c1ccccc1NS(=O)(=O)c1ccc(NN=Cc2ccccc2F)c([N+](=O)[O-])c1
21: COC(=O)c1ccc(C)c(NC(=O)c2ccc(Cl)c([N+](=O)[O-])c2)c1
22: Cc1cc(C)cc(NC(=O)CN2CCN(c3ncccn3)CC2)c1
23: O=C(COC(=O)c1ccc(Cl)nc1)Nc1ccccc1OC(F)F
24: CCCNC(=S)N1CC2(C)CN(C(=O)C(=O)OC)CC(C)(C1)C2=O

compound no.	17	18	19	20	21	22	23	24
CIT2-GFP yeast	103	82	93	90	104	107	96	102
MCL1 BIM primary	11	4	-6	·	-1	7	-4	5
MEX-5 binding	-1.4	-3.9	·	·	-1.1	0.7	-2.1	2.4
GRK2 aptamer HTS	0	0	8	0	0	0	3	0
AGP1 TOR yeast	101	98	97	92	107	102	90	103
VLA-4 inh	-4	-7	-1	-2	54*	-2	1	-1
Bcl-xL primary	8	5	2	·	3	3	-5	6
GLD-1 RNA inh	6	8	-3	8	9	1	0	2
Yeast superoxide	93	110	103	102	96	96	86	99

25: Cc1cccn2c(=O)c(C=Nc3ccc(Cl)cc3)c(NCCO)nc12
26: O=C(/C=C/c1ccccc1)N1CCN(CCN2C(=O)c3cccc4cccc(c34)C2=O)CC1
27: COCc1cc(C)n(CC(=O)Nc2ccc(Cl)cc2Cl)c(=O)c1C#N
28: O=C(NC1CCCCCC1)c1ccc2c(=O)n3c(nc2c1)CCCCC3
29: COc1ccc(NC(=O)C2Cc3cc(S(=O)(=O)N4CCCCC4)ccc3N2C(C)=O)cc1Cl (centres undefined)
30: CCOC(=O)c1c(C)[nH]c(C(=O)C(C)OC(=O)c2oc3ccccc3c2COC)c1C (centres undefined)
31: CN(C)S(=O)(=O)c1cccc(-c2nnc(SCC(=O)NCCCCCC(=O)O)n2-c2ccc(F)cc2)c1
32: Cc1[nH]c2ccccc2c1Cc1nnc(SCC(=O)NCc2ccco2)o1

compound no.	25	26	27	28	29	30	31	32
CIT2-GFP yeast	96	105	104	99	110	106	100	110
MCL1 BIM primary	16	6	-2	6	7	3	-5	-1
MEX-5 binding	-1.8	-0.7	-1.9	0.5	1.7	-0.1	-0.3	1.6
GRK2 aptamer HTS	4	4	2	0	0	13	2	0
AGP1 TOR yeast	104	102	100	108	116	28	98	107
VLA-4 inh	-18	7	7	6	2	-5	39	-19
Bcl-xL primary	10	5	3	4	5	6	-9	2
GLD-1 RNA inh	5	2	-7	1	1	1	-2	4
Yeast superoxide	112	119	99	87	94	91	67	100

33: COc1ccc(CCn2c(=N)c(C(=O)NC3CCCC3)cc3c(=O)n4ccccc4nc32)cc1
34: COc1ccc(N(CC(=O)NC2CCCCC2)C(=O)CNC(=O)c2cccs2)cc1
35: Cc1nc2c(-c3ccccc3)c(C)[nH]n2c(=O)c1Cc1ccccc1
36: Cc1ccc(NC2CC(=O)N(Cc3ccccc3)C2=O)cc1 (centres undefined)
37: C=CCc1ccccc1OCCNCc1ccccc1
38: C#CCn1c(S(=O)(=O)Cc2ccc(OC)cc2)nc(-c2ccccc2)c1-c1ccccc1
39: CCCCCCC(=O)N(O)C1CC(=O)N(c2ccc(Br)cc2)C1=O (centres undefined)
40: COc1cccc(CNC(=O)C2CCCN(c3nn4c(=O)cc(C)nc4s3)C2)c1OC (centres undefined)

compound no.	33	34	35	36	37	38	39	40
CIT2-GFP yeast	96	100	91	96	96	102	105	110
MCL1 BIM primary	6	2	1	0	6	-8	9	6
MEX-5 binding	1.5	-0.5	0.6	-0.2	1.1	2.4	-1.9	-1.8
GRK2 aptamer HTS	5	1	0	1	0	0	2	0
AGP1 TOR yeast	97	90	94	94	98	107	106	113
VLA-4 inh	0	3	14	-5	1	-6	8	0
Bcl-xL primary	3	0	1	-1	9	-1	10	8
GLD-1 RNA inh	-3	-1	-8	1	-2	1	4	2
Yeast superoxide	100	104	105	92	100	86	107	103

41: COCCCNC(=O)CCn1c(=O)c2ccccc2n(CC(=O)Nc2ccccc2C)c1=O
42: COc1ccccc1C1CCN(C(=O)C2CCCCC2)CC1
43: CNC(=O)C(=O)N1CCC2(CC1)OCCN2S(=O)(=O)c1ccc(C)cc1
44: O=C(Cc1ccc(Cl)cc1)Nc1ccc(Cl)cn1
45: CCCNC(=O)[C@H]1N2C(=O)c3c(ccc(OC)c3OC)C2SC1(C)C (some centres undefined)
46: CCOc1ccc2nc(NC(=O)CS(=O)(=O)c3ccccc3)sc2c1
47: COc1ccc(-n2c(-c3ccc(Br)cc3)c[n+]3c2CCCCC3)cc1
48: O=C(O)c1cc(N/N=C/c2ccc3c(c2)OCO3)ccc1Cl

compound no.	41	42	43	44	45	46	47	48
CIT2-GFP yeast	96	96	99	95	99	108	104	105
MCL1 BIM primary	-7	-4	3	1	5	7	-1	-1
MEX-5 binding	-1.6	-0.5	1.4	-1.9	0.6	0.5	-3.5	-3.2
GRK2 aptamer HTS	0	0	1	0	0	4	0	7
AGP1 TOR yeast	99	106	108	104	102	104	103	107
VLA-4 inh	0	-9	9	6	3	14	0	10
Bcl-xL primary	-2	-2	3	5	4	4	6	5
GLD-1 RNA inh	-5	2	3	3	4	0	0	-1
Yeast superoxide	107	95	103	102	79	105	107	97

49: CCOc1ncccc1C(=O)N1CCN(c2cc(Cl)ccc2C)CC1
50: CCOC(=O)c1cc2c(ccn2C)n1Cc1ccc(C#N)cc1
51: COc1ccccc1-c1sc2cc3c(cc2c1C#CC1(O)CCCCC1)OCO3
52: CC(=O)c1ccc(OC(C)C(=O)NC2CCCCC2C)cc1 (centres undefined)
53: CN(Cc1nccn1C)C(=O)C1CCC(=O)N(Cc2cccc(C(F)(F)F)c2)C1 (centres undefined)
54: CC(=O)c1ccc(OC(=O)Cc2cccc3ccccc23)cc1
55: CCC1CCCCN1CC(=O)Nc1ccc2c(c1)OCCO2 (centres undefined)
56: O=C(CSc1ccc2nnc(-c3cccnc3)n2n1)Nc1ccc(F)cc1

compound no.	49	50	51	52	53	54	55	56
CIT2-GFP yeast	·	95	92	89	99	93	103	92
MCL1 BIM primary	-5	-2	1	4	-1	3	7	1
MEX-5 binding	-0.4	-3.6	·	·	0.4	-2.7	·	-1.2
GRK2 aptamer HTS	1	0	0	0	0	3	5	0
AGP1 TOR yeast	97	95	96	94	98	90	99	98
VLA-4 inh	17	2	-7	7	11	14	0	-5
Bcl-xL primary	1	2	-4	3	2	-2	3	1
GLD-1 RNA inh	3	14	2	2	-1	2	-1	2
Yeast superoxide	106	102	130	101	95	106	88	99
